# Bioassay records (PubChem BioAssay)
# TRPV1 agonist = HTS Assay for Compounds that Act as Agonists of the Vanilloid Receptor 1; 320,000 compounds, 0.19% hits; TRPV1-expressing cells, Fluo-8 calcium influx, agonist mode; activation, % at 8.33 µM; Transient receptor potential cation channel subfamily V member 1 (Homo sapiens), Q8NER1; in the data active means activation above about 80%; inconclusive means between about 30% and that limit; further: 0% is about no effect
#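 Fluo-8 calcium influx in TRPV1-expressing cells, kinetic read (ex 480/em 520 nm). Compound added and read 3 min for agonist activity, followed by capsaicin at EC20 final and 2 min further read for enhancement.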
# Integrin act MD = qHTS for Activators of Integrin-Mediated Alleviation for Muscular Dystrophy; 350,000 compounds, 0.064% hits; Potency, µM (doses to about 38.3 µM), for the others: at the top dose activation, usual class: activators; alpha7betagal myoblasts, beta-gal FDG fluorescence, 48 h; AID 624291, 2012;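 further: potency means the concentration at half of the fitted maximal effect; 100% = response of the positive control SU9516; nearly all actives have a fitted effect of over 60% in size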
#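 Alpha7betagal+/- myoblasts (passage 13) were plated 16-24 hr, then exposed to compounds (1:260 dilution of DMSO stock) for 48 hours at 37C. After MPER lysis, β-galactosidase reporter activity was read as FDG fluorescence (ex 480/em 540) after 30 minutes.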
# BRCA1 expr act = qHTS Assay to Identify Small Molecule Activators of BRCA1 Expression; MCF7-BRCA1-FFLuc reporter, luminescence, 48 h; response scale: scaled: vehicle 0%, 10 µM genistein 100%; Potency, µM (series often up to 46.1 µM), for inactives: at the highest dose activation, most hits filed as activators; 380,000 compounds, 1.1% hits; further: potency means the concentration at half of the fitted maximal effect; nearly all actives have a fitted effect of over 80% in size; some results filed as inactive show a strong effect at the top dose
#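 Using MCF7 cells harboring a BRCA1 firefly luciferase reporter, plated 2 h before compound pinning, the screen measured luminescence after 48 h incubation. Responses were normalized to DMSO and 10 microM genistein, then fitted for concentration-effect.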
# B2AR arrestin = qHTS assay of beta-arrestin-biased ligands of beta2-adrenergic receptor. beta-arrestin recruitment to beta2AR, cell-based reporter. Potency, µM (highest dose often 46.1 µM), for inactives: at the highest dose activation, hits mostly activators. 330,000 compounds, 0.02% hits. AID 492947, 2010;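 further: potency means the concentration at half of the fitted maximal effect; 0% = DMSO controls and full agonism = EC100 isoproterenol or metaproterenol; nearly all actives have a fitted effect of over 65% in size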
# PTAP TSG101 blk = qHTS Assay for Iinhibitors of HIV-1 Budding by Blocking the Interaction of PTAP/TSG101; Tumor susceptibility gene 101 protein (Homo sapiens), Q99816; Fluorescence polarization, FITC-PTAP peptide / Tsg101 binding; Potency, µM (series often up to 115 µM), inactives show top-dose activity change, negative = inhibition, usual class: inhibitors; 340,000 tested, under 10 active; AID 493005, 2010; active means well fitted inhibition curve with a large enough effect in the main read-out, with a control signal flat, not every such curve was filed as active; inconclusive means small, poorly fitted or top-dose-only effect, or effect the other way, or a change in a side signal; inactive means no such curve, though single readings can be large or run the other way; further: potency means the concentration at half of the fitted maximal effect; % of control where 0% means no effect
# Target sequence (Q99816 whole entry, looked up): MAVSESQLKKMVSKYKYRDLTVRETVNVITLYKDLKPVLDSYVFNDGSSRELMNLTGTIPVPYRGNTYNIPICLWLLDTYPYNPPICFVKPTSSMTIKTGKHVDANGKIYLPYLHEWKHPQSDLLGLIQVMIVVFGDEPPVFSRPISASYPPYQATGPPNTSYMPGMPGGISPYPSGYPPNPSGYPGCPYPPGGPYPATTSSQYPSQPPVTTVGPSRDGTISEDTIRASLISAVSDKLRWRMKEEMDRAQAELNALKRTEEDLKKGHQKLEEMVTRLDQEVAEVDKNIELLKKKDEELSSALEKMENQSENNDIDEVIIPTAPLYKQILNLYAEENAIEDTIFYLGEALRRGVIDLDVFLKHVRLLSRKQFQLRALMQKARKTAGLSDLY
#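 FP read-out: FITC-PTAP peptide, 50 nM final, binding Tsg101 binding domain, 10 uM final; 20 min, r.t.; 10 mM HEPES pH 7.5, 0.15 M NaCl, 0.01% Tween 20, 3 mM EDTA, 0.1 mM TCEP.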
# S-ASM inh = Inhibitors of Secretory Acid Sphingomyelinase (S-ASM): qHTS; Sphingomyelin phosphodiesterase (Homo sapiens), P17405; placental ASM, HMU-PC fluorogenic substrate, 60 min; Potency, µM (doses to about 57.5 µM), inactives show at the top dose activity change, negative = inhibition, usual class: inhibitors; 340,000 compounds, 0.006% hits; AID 504937, 2011; further: potency means the concentration at half of the fitted maximal effect
# Target sequence (P17405 47-631 limits assumed): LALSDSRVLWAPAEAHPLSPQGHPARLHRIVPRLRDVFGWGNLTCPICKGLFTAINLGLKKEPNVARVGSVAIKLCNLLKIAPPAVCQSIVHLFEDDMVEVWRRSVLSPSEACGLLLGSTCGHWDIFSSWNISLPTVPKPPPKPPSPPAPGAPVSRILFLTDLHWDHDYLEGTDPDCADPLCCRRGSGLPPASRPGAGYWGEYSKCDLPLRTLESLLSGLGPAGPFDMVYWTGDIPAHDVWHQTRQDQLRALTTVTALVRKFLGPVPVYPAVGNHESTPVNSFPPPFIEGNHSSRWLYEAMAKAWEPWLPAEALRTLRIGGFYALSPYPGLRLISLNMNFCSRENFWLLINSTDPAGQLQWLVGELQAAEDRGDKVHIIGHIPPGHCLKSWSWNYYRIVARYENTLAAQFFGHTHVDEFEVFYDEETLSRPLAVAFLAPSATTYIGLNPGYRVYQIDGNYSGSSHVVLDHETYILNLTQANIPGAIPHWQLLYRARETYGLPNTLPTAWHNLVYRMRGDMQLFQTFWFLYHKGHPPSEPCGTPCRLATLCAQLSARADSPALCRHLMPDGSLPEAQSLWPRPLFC
#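 Human placenta-derived ASM preincubated with compound 10 min at room temperature, then reacted with 9 uM (final) fluorogenic HMU-PC substrate for 60 min at 37 C. Stop solution raises pH to 10; fluorescence read at Ex 386/Em 447 nm.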
# ELG1 genotox = qHTS screen for small molecules that induce genotoxicity in human embryonic kidney (HEK293T) cells expressing luciferase-tagged ELG1; HEK293T ELG1-luciferase reporter, luminescence, 16 h; Potency, µM (doses to about 46 µM), inactives show at the highest dose activity change, positive = activation, actives largely listed as activators; 330,000 compounds, 1.3% hits; AID 504466, 2011; further: potency means the concentration at half of the fitted maximal effect; % of control where 0% means no effect; nearly all actives have a fitted effect of over 60% in size
#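 Genotoxicity was scored as increased ELG1-luciferase reporter signal, measured by ONE-Glo luminescence (30 min, room temperature). Compound or vehicle exposure of the HEK293T reporter cells lasted 16 hr at 37°C.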
# Eya2 phos inh = qHTS Assay for Inhibitors of the Phosphatase Activity of Eya2; recombinant Eya2, OMFP fluorescence dephosphorylation (OMFP is methylfluorescein phosphate); Potency, µM (highest dose often 76.9 µM), for the others: at the top dose activity, negative = inhibition, actives largely listed as inhibitors; 330,000 compounds, 0.006% hits; further: potency means the concentration at half of the fitted maximal effect; on the % scale 0 is the no-effect control and ±100 the full control effect
#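 Eya2 (0.2 uM) preincubated 10 min at ambient with compound, then OMFP substrate added at 50 uM; 10 min reaction in 50 mM HEPES pH 7.5, 50 mM NaCl, 5 uM MgCl2, 0.05% BSA, 1 mM DTT. Fluorescence read at Ex 485/Em 525 nm.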
# p53 reactivation = qHTS assay for re-activators of p53 using a Luc reporter. AID 504706, 2011. H1299 p53-A138V BP100-luciferase reporter, luminescence, 24 h. 320,000 compounds, 0.063% hits. Potency, µM (highest dose often 92.2 µM), for the others: at the highest dose activity change, positive = activation, usual class: activators; further: potency means the concentration at half of the fitted maximal effect; % of control where 0% means no effect; nearly all actives have a fitted effect of over 45% in size
#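 H1299 (p53-null), stable ts p53-A138V + BP100-Luc; 1000 cells/well, Opti-MEM/10% FBS; cpd 4 pt, 1:5; 24 h, 37 deg C, 5% CO2; detection reagent 10 min RT; luminescence.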
# uPA surface inh = qHTS for Inhibitors of Cell Surface uPA Generation. cell surface uPA generation assay, qHTS. Potency, µM (titrated, usually from 38.3 µM), for inactives: at the top dose activity change, negative = inhibition, hits mostly inhibitors. 330,000 compounds, 0.31% hits. AID 540303, 2011; active means well fitted inhibition curve with a large enough effect; inconclusive means small, poorly fitted or top-dose-only effect; inactive means no such curve, though single readings can be large or run the other way; tested in mouse RAW 264.7 cells; further: potency means the concentration at half of the fitted maximal effect; on the % scale 0 is the no-effect control and ±100 the full control effect; nearly all actives have a fitted effect of over 55% in size
# USP2a block = qHTS Assay for Inhibitors of Ubiquitin-specific Protease USP2a Using CHOP2 as the Reporter. Ubiquitin carboxyl-terminal hydrolase 2 (Homo sapiens), O75604. AID 463254, 2010. 330,000 compounds, 0.01% hits. Potency, µM (series often up to 38.3 µM), for the others: at the top dose activity change, negative = inhibition, usual class: inhibitors. USP2 core, Ub-CHOP2 coupled fluorogenic reporter, 485/531;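 further: potency means the concentration at half of the fitted maximal effect; plate controls were DMSO wells for no effect and full inhibition by NEM control for full effect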
#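 Cell-free coupled assay: 10nM USP2 core preincubated 30min RT with compound in Tris-HCl pH 8.0/CaCl2/CHAPS buffer, then 25nM Ub-CHOP2 and 25nM reporter substrate; fluorescence (Ex 485/Em 531) read after 60min RT, normalized to NEM inhibition, concentration-response curves fitted.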
# The depositor's hits bear a star; ? = inconclusive; / = no result given; [ ] = dose if it differs, or a comment. Unless noted, the call rests on the fitted dose curve; in most records, active means well fitted curve in the direction sought with a large enough effect; inconclusive means small, poorly fitted or top-dose-only effect, or another doubt; inactive means no such curve, though single readings can be large; an effect the other way counts as inactive or inconclusive.
SMILES,TRPV1 agonist,Integrin act MD,BRCA1 expr act,B2AR arrestin,PTAP TSG101 blk,S-ASM inh,ELG1 genotox,Eya2 phos inh,p53 reactivation,uPA surface inh,USP2a block
O=C(Nc1c2c(nn1-c1ccc([N+](=O)[O-])cc1)CS(=O)(=O)C2)C1CC1,3,28%,3%,-0.3%,-3%,2%,-2%,4%,6%,-19%,2%
CC(C)(C)C1C/C(=C/c2ccccn2)C(=O)/C(=C/c2ccccn2)C1 (stereo not drawn),22,?,-90%[inhibitor],0.1%,-3%,-6%,-19%,-15%,-10%,-14%,-1%
C=C1C(=O)OC2C=C(CO)C3OC3C3OC3(C)CC(OC(=O)/C(=C/C)COC(C)=O)C12 (stereo not drawn),/,-52%[inhibitor],-87%[inhibitor],/,-2%,1%,/,/,/,32%[activator],/
COC(=O)COc1cccc2c(=O)n(CC(=O)N3CCC(C)CC3)ccc12,0,-13%,6%,0.1%,-1%,-5%,-1%,-5%,-3%,-1%,11%
COc1ccc(-c2nc(CCNS(=O)(=O)c3ccc4c(c3)OCCO4)cs2)cc1,5,3%,-14%,-0.2%,-2%,-2%,?,0%,-4%,0%,1%
COc1cccc(N2C(=O)CC(N3CCN(c4ccc([N+](=O)[O-])cc4)CC3)C2=O)c1 (stereo not drawn),-2,6%,0%,0.2%,-3%,-11%,1%,4%,4%,10%,0%
COc1ccc2nc(C)cc(SCC(=O)N/N=C/c3ccc(O)c(O)c3)c2c1,?,-13%,-36%,0.3%,-6%,-4%,-2%,-8%,-7%,-13%,1%
CC(=O)Nc1ccc(NC(=O)Nc2ccc3c(c2)N(C)C(=O)CS3)cc1,-3,19%,-3%,-0.2%,-1%,-4%,-12%,0%,-5%,0%,-12%
C/C(CC(=O)NC1CCCC1)=N\NC(=O)c1ccc([N+](=O)[O-])c(Cl)c1,-3,5%,-10%,-1.3%,-2%,8%,-2%,7%,3%,0%,4%
O=C(Nc1ccnn1C1CCN(C2CCCC2)CC1)c1ccccc1Cl,-1,14%,-1%,0.1%,-3%,4%,0%,4%,10%,5%,3%
O=C(CCc1nnc2ccc(NCc3ccccc3Cl)nn12)NC1CCCC1,0,-30%,3%,-1.0%,2%,0%,2%,-2%,-2%,-6%,1%
N#CCCN(Cc1ccccc1)C(=O)Nc1ccc(F)cc1,/,-16%,-2%,-0.6%,0%,-1%,0%,1%,-2%,-5%,0%
COc1ccc(S(=O)(=O)N2CCc3ccccc32)cc1C(=O)NCCc1ccc(S(N)(=O)=O)cc1,/,30%,-7%,-0.1%,0%,-1%,-1%,-21%,?,-4%,2%
O=C(Cn1cccc1)N1CCc2ccccc21,0,-7%,4%,0.3%,-2%,0%,2%,-8%,8%,/,-1%
CCOC(=O)c1cnc2ccc(OCC)cc2c1N1CCN(c2ccccc2)CC1,28,26%,-47%,0.1%,-11%,?,-13%,-12%,-7%,8%,3%
COc1ccc(N2C(=O)CC(N3CCOCC3)C2=O)cc1 (stereo not drawn),-3,6%,-1%,-0.3%,-2%,4%,0%,14%,-9%,4%,1%
O=C(CSc1nc2ccccc2c(=O)n1CCCN1CCOCC1)NCCc1ccccc1,/,-2%,-10%,-0.2%,-10%,-1%,-1%,-21%,7%,-12%,2%
O=C(Nc1ccc2nc(-c3ccco3)[nH]c2c1)c1cccs1,13,23%,?,0.2%,-5%,-1%,5%,5%,26%,-10%,-2%
CC(=C\C(=O)O)/C(=C/c1ccco1)C(=O)O,-7,26%,-7%,-0.7%,-11%,-1%,6%,9%,1%,4%,1%
O=C(Nc1cccc(F)c1)C1CC(=O)N(c2ccc(Br)cc2)C1 (stereo not drawn),?,1%,-7%,0.0%,0%,-7%,0%,21%,11%,3%,3%
CC1CN(C(=S)Nc2ccccc2F)CC(C)O1 (stereo not drawn),2,-23%,0%,-0.9%,-1%,4%,-2%,5%,11%,2%,1%
O=C(C1CCN(S(=O)(=O)c2cccs2)CC1)N1CCN(Cc2ccccc2)CC1,-1,16%,-19%,-0.2%,-1%,9%,-2%,8%,-1%,4%,2%
COc1cccc(/C=C/C(=O)c2c(O)cc(C)oc2=O)c1O,4,-59%[inhibitor],-25%,-0.3%,-8%,-4%,?,-2%,?,1%,-1%
Cc1ccc(CCNC(=O)CNC(=S)N(Cc2ccccc2)Cc2cccnc2)cc1,9,-9%,-33%,-0.2%,-5%,0%,-3%,-7%,-2%,-3%,-2%
CCOc1cc(C)c(C(C)C)cc1S(=O)(=O)n1cnc(C)c1,6,-9%,-7%,0.3%,-4%,-1%,4%,-6%,-5%,-15%,-7%
CN1CCN(C(=O)C2=C[C@@H](c3ccccc3)C[C@@H](OCc3ccc(CO)cc3)O2)CC1,?,0%,4%,-0.3%,-6%,1%,-4%,4%,-1%,-24%,2%
CCCCOC(=O)c1nnc(-c2ccc(Cl)cc2)o1,?,7%,-21%,0.1%,1%,3%,-1%,9%,2%,2%,1%
Cc1cc(C)cc(OCC(=O)N(Cc2ccccc2)C2CCS(=O)(=O)C2)c1 (stereo not drawn),2,-19%,-27%,-0.2%,0%,-3%,-1%,9%,-2%,6%,2%
COc1ccc(CC(=O)OCC(=O)NCc2ccccc2Cl)cc1,23,20%,7%,-0.6%,0%,-1%,1%,-8%,0%,-2%,0%
Cc1ccc(N(CCC#N)C(=O)CCl)cc1C,0,-67%[inhibitor],-72%,-0.1%,-2%,3%,-10%,-22%,-31%[inhibitor],-17%,-1%
c1ccc(OCCOc2ccccc2-c2nnco2)cc1,0,2%,34%,-0.5%,-5%,5%,10%,0%,9%,-6%,-2%
Cc1nc(N2N=C(c3ccc(Cl)cc3)CC2c2ccco2)sc1C(=O)N(C)C (stereo not drawn),1,4%,-20%,-0.2%,0%,/,1%,-18%,0%,-4%,-4%
COc1cc(CNCCC2CCOC(C)(C)C2)ccc1O (stereo not drawn),6,6%,-5%,0.2%,3%,0%,4%,8%,-4%,-1%,4%
COc1ccc(NC(=O)Nc2cc(C)ccc2OC)cc1,-11,25%,24%,-0.2%,5%,-1%,21%,-15%,1%,1%,-1%
O=C(Oc1ccc(Nc2ncnc3ccccc23)cc1)c1cccnc1,4,?,-18%,0.5%,-5%,-1%,4%,12%,0%,?,3%
Cn1cc(CN2CCCC(C(=O)c3ccc(-c4ccccc4)cc3)C2)cn1 (stereo not drawn),?,-53%[inhibitor],-29%,-1.1%,-10%,1%,-1%,-23%,-4%,-21%,-1%
COc1cc(C(=S)N2CCCC2)ccc1O,1,-1%,-3%,0.2%,-4%,-1%,-1%,6%,-3%,10%,0%
Cc1c(C(=O)NCc2ccccc2F)oc2ccccc12,0,27%,32%,-0.1%,1%,-1%,5%,0%,-2%,-10%,0%
Cc1cc(C)c(OCC(=O)OCC(=O)NCC2CCCCC2)c(C)c1,19,7%,-17%,-0.3%,0%,3%,3%,4%,-5%,2%,0%
COc1ccc(OC)c(S(=O)(=O)Nc2cc3c4c(c2)CCC(=O)N4CCC3)c1,-2,-27%,-15%,2.4%,-3%,-1%,-1%,-19%,6%,-6%,1%
CCOc1ccc(C(CC(=O)O)NC(=O)c2cccs2)cc1 (stereo not drawn),-4,2%,-6%,-1.3%,-6%,6%,-5%,-6%,-13%,0%,4%
CCOC(=O)c1cc(CN2CCOCC2)oc1-c1ccccc1,0,-8%,-24%,-0.1%,-2%,-7%,0%,-3%,-3%,-4%,9%
